D1 agonist – Allosteric Agonists of the Human D1 Dopamine Receptor: qHTS; HEK293 T-REx D1 cells, calcium flux, agonist mode; activation, % at 2 µM; 360,000 tested, 1% active; AID 504660, 2011; in the data active = activation above about 30%; also: 0% is about no effect
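Tetracycline-induced HEK293 TREx D1 cells, force-coupled to calcium signalling, were dye-loaded with a no-wash calcium kit. Compound was pin-added after a 10 s baseline. Fluorescence was read kinetically at 1 cycle/s for 180 s, with calcium rises flagged as agonism.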
D1 PAM – Potentiators of Human D1 Dopamine Receptor: qHTS | HEK293 TREx D1 cells, calcium flux, dopamine EC20 potentiation | potentiation, % at 10 µM | 360,000 tested, 0.036% active | AID 504651, 2011; in the data active = potentiation above about 30%; also: 0% is about no effect
TRHR ag – qHTS for Small Molecule Agonists and Allosteric Enhancers of Human TRH Receptor: Primary Screen for Agonists. AID 493084, 2011. Thyrotropin-releasing hormone receptor (Homo sapiens), P34981. activation, % at 2 µM. TRHR cells, calcium flux fluo-8, FDSS agonist mode. 360,000 tested, 0.18% active; in the data active = activation above about 30%; also: 0% is about no effect
Target sequence (P34981 whole entry, looked up): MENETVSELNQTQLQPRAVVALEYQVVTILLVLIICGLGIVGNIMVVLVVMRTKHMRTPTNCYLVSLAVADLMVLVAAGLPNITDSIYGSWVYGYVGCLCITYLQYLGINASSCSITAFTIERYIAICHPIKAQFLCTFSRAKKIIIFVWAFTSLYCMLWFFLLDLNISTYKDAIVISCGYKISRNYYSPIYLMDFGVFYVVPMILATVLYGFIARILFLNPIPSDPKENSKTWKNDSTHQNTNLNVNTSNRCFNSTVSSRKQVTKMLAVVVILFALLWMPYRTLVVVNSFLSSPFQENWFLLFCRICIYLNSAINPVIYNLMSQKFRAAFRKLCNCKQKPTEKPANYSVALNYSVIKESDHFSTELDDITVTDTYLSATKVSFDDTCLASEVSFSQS
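Agonist-mode FDSS calcium read (Ex 480/Em 530, 1 s cycles) in 1536-well TRHR cells with fluo-8 dye, after 10-cycle baseline and 23 nL compound addition; TRH at EC20 (10 nM final) added afterwards for the enhancer phase.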
TRHR enhancer – qHTS for Small Molecule Agonists and Allosteric Enhancers of Human TRH Receptor: Primary Screen for Enhancers | Thyrotropin-releasing hormone receptor (Homo sapiens), P34981 | TRHR cells, fluo-8 calcium fluorescence, EC20 TRH enhancement | enhancement, % at 2 µM | 360,000 tested, 0.66% active | AID 493056, 2011; in the data active = enhancement above about 30%; also: 0% is about no effect
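Enhancer read-out: after compound pinning and an initial kinetic agonist-mode read, an EC20 of TRH (10 nM final) was injected and fluo-8 calcium signal (Ex 480/Em 530) followed at 1 s/cycle for 100 cycles in TRHR-expressing cells.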
RXFP1 antagonist – qHTS Assay for Antagonists of the Relaxin Receptor RXFP1 | HEK293-RXFP1, relaxin-stimulated cAMP HTRF, 30 min; stronger effect = lower value | activity change, negative = inhibition, % at 57.5 µM | 350,000 tested, 0.59% active;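 active = activity change of -60% or lower, but not beyond a set lower limit; inconclusive = change between -60% and -40%, or beyond the set limit; inactive = change above -40%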; also: % is scaled to controls: 0 for no effect and ±100 for the full control effect
D2 PAM – HTS Assay for Positive Allosteric Modulators of the Human D2 Dopamine Receptor: Primary Screen for Potentiators | D(2) dopamine receptor (Homo sapiens), P14416 | HEK293 T-REx D2, calcium flux, EC20 dopamine potentiation | potentiation, % at 10 µM | 340,000 tested, 0.34% active | AID 485347, 2010;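 active = potentiation over 3 SD above the plate norm, cut at about 30% in these data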; also: 0% is about no effect
Target sequence (P14416 whole entry, looked up): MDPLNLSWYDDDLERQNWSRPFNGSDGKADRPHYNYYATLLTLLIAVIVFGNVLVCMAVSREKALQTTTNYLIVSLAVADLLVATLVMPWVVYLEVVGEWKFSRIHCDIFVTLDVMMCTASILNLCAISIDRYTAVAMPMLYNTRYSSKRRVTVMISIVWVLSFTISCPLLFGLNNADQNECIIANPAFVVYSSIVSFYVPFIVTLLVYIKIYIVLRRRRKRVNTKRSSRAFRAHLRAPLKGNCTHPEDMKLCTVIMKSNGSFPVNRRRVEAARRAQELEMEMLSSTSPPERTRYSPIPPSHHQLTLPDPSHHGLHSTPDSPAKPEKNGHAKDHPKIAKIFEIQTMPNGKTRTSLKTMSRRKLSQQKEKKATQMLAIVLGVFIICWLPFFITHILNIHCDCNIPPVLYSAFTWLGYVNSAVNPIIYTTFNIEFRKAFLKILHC
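Calcium flux readout, no-wash dye, 1 read/s. Inducible HEK293 Trex D2 line, overnight 30 C. Compound alone 180 s (agonist flags), then EC20 dopamine, another 180 s to score potentiation.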
Apoferritin bind – qHTS Assay for Identification of Novel General Anesthetics; Potency, µM (highest dose often 77.5 µM), inactives show at the top dose activity change, negative = displacement, hits mostly inhibitors; AID 485281, 2010; 350,000 tested, 0.074% active; apoferritin/1-aminoanthracene competitive binding, fluorescence; also: potency is read from the fitted curve at half-maximal effect; % is scaled to controls: 0 for no effect and ±100 for the full control effect; nearly all actives have a fitted effect of over 20% in size
Target sequence (P02791 2-175 limits assumed): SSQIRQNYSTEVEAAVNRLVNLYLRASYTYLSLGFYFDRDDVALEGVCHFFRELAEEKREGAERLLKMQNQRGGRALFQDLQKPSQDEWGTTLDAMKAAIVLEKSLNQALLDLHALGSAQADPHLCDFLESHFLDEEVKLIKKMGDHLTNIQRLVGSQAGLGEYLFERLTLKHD
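Apoferritin-based anesthetic binding model; compound displacement of fluorescent 1-AMA measured as endpoint fluorescence after 10 minutes at room temperature, scaled to free-ligand and complex controls.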
D1 antagonist – Antagonist of Human D 1 Dopamine Receptor: qHTS. D(1A) dopamine receptor (Homo sapiens), P21728. HEK293 TREx D1 cells, calcium flux, dopamine EC80; stronger effect = lower value. activity change, negative = inhibition, % at 10 µM. 360,000 tested, 3.2% active. AID 504652, 2011; in the data active = activity change below about -30%; also: % is scaled to controls: 0 for no effect and ±100 for the full control effect
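Inducible Hek293 Trex D1 cells (tetracycline, overnight, 30 C). Calcium dye 30–90 min RT. Antagonist mode: EC80 dopamine added after 180 s compound read.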
RXFP1 ag – qHTS Assay for Agonists of the Relaxin Receptor RXFP1. Relaxin receptor 1 (Homo sapiens), Q9HBX9. HEK293T-RXFP1 cAMP TR-FRET, 30 min; response scale: percent of porcine relaxin response, buffer zero. Potency, µM (top dose mostly 57.5 µM), without a hit: at the top dose activation, hits mostly activators. 370,000 tested, 0.3% active. AID 2676, 2010; also: potency is read from the fitted curve at half-maximal effect; % is scaled to controls: 0 for no effect and ±100 for the full control effect; nearly all actives have a fitted effect of over 60% in size; many of its hits are not listed in these tables
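HEK293 cells stably expressing RXFP1, treated 30 min at 37C with compounds plus PDE4 inhibitor Ro 20174; cAMP measured by HTRF TR-FRET. Normalized to buffer and 29 nM porcine relaxin; EC50 by Hill fit.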
* marks the source's active call; other numbers are inactive results; ? = inconclusive; / = not tested or not shown; [ ] = dose if it differs, or a comment. Unless noted, calls follow the shape of the dose curve; as a rule, active = well fitted curve in the direction sought with a large enough effect; inconclusive = small, poorly fitted or top-dose-only effect, or another doubt; inactive = no such curve, though single readings can be large; an effect the other way counts as inactive or inconclusive. Not all compounds are listed; count on the stated rates, not on these rows.

SMILES	D1 agonist	D1 PAM	TRHR ag	TRHR enhancer	RXFP1 antagonist	D2 PAM	Apoferritin bind	D1 antagonist	RXFP1 ag
COc1ccc(-c2cc3nc(CCl)[nH]c(=O)c3s2)cc1	0	-3	-0.5	0	-3	-12	0%	-3	8.9%
O=S(=O)(c1cccc(-c2cn3cc(Cl)ccc3n2)c1)N1CCOCC1	0	-6	-1.6	-6	-15	-4	-3%	-3	2.6%
CCOc1ccccc1Nc1ncnc2ccccc12	1	1	0.2	-4	-3	3	-1%	-2	0.9%
O=C1c2cccc([N+](=O)[O-])c2C(=O)N1CCO	5	-6	-1.2	2	-8	40*	-3%	1	1.7%
COc1cc(NC(=O)c2cc(C(C)C)on2)c(OC)cc1Cl	5	-9	0.3	24	9	14	-12%	-4	-0.5%
COc1ccccc1NC(=O)C1CCCN(C(=O)Nc2ccc(F)cc2)C1 (centres undefined)	0	1	-0.1	-1	-11	-2	-3%	-81*	-2.5%
CCCn1c(SCc2nc(-c3ccccc3C)no2)nnc1-c1ccc(Cl)cc1	23	0	2.1	-6	-32	9	3%	5	0.3%
O=C(O)c1cccc2c1C(=O)c1ccccc1C2=O	4	0	4.9	5	2	9	2%	-4	16%
CN(C)CCNC(=O)c1ccccc1-c1cc2ccccc2c(=O)o1	3	-4	1.0	3	-7	-15	-9%	-10	-1.3%
COc1ccc(CN2CCNC(=O)C2CC(=O)N(C)CC2CCOCC2)c(F)c1 (centres undefined)	3	3	2.1	6	-2	4	-6%	12	-3.2%
CC1(C(=O)CSc2n[nH]c(-c3ccccc3Cl)n2)CCC(=O)O1 (centres undefined)	1	-1	-0.9	5	/	-4	-16%	4	2.9%
CC(Sc1ccc([N+](=O)[O-])cn1)C(=O)Nc1nccs1 (centres undefined)	0	-4	-0.8	-2	1	-10	1%	-8	-3.2%
COc1ccccc1NC(=S)N(CCCN1CCOCC1)Cc1ccccn1	4	-2	0.4	-8	6	-2	-4%	-3	0.0%
O=C(Nc1ccccc1)c1nc2ccccc2s1	1	9	1.5	17	-8	-2	-15%	-3	0.0%
Cc1nc(NC(=O)c2ccco2)sc1-c1csc(Nc2ccc(Cl)cc2)n1	-1	-3	0.2	-5	/	-6	0%	6	-0.8%
O=C(NNC(=O)c1cccc(Br)c1)Nc1ccc(Cl)cc1	1	-6	-0.2	-6	-6	-17	-6%	-37*	0.3%
CC(=O)N1CCCc2ccc(NS(=O)(=O)c3ccccc3)cc21	11	5	-0.5	2	6	17	/	-17	0.1%
O=C1CC(c2ccccc2)CC(O)=C1C=Nc1cccc(Cl)c1 (centres undefined)	2	-1	0.0	0	-9	3	-9%	2	0.2%
CS(=O)(=O)N(CCc1ccccc1)CC(=O)N1CCN(c2ccc(F)cc2)CC1	0	-4	2.5	-4	-1	-10	-8%	-13	1.9%
COc1ccc(N2CCOCC2)c(NC(=O)c2ccc(Br)o2)c1	0	5	-0.9	16	4	1	-18%	-1	1.1%
O=C(CN1C(=O)NC2(CCc3ccccc32)C1=O)Nc1ccc(N2CCOCC2)cc1 (centres undefined)	0	-4	0.1	11	4	-2	-20%	20	-2.3%
O=C(/C=C/c1ccc(O)c(O)c1)c1ccccc1O	7	-1	1.7	-7	-14	-1	?	21	5.0%
O=c1oc2ccccc2c(Nc2ccccc2)c1[N+](=O)[O-]	1	-9	-0.1	-5	-1	3	-9%	-3	1.9%
CC1=[N+](C)c2c(ccc3cccnc23)C1(C)C	17	-4	4.1	-11	-4	7	-21%	-29	6.9%
COc1ccc(-c2sc3ccc(N4CCOCC4)cc3c2-c2ccc(OC)c(F)c2)cc1	1	-1	0.1	0	/	-10	-10%	9	5.8%
COc1cc(C(=O)NC2CCN(Cc3nnnn3Cc3cccs3)CC2)cc(OC)c1OC	0	3	-2.2	1	0	-2	-3%	3	-1.8%
COc1ccc(/C=C(/NC(=O)c2ccccc2Cl)C(=O)O)cc1	2	3	-0.4	-2	-4	3	0%	-4	-0.2%
O=C(COC(=O)C(Cc1ccccc1)NC(=O)c1ccccc1)c1ccccc1 (centres undefined)	8	-3	0.6	0	3	6	-5%	-3	-0.1%
CN1c2ccc(C=O)c3c(C=O)ccc(c23)N(C)C1(C)C	11	-8	13	-10	-39	6	1%	5	-66%[inhibitor]
CCC(C)NC(=O)c1ccc(NS(=O)(=O)c2ccc3[nH]c(=O)[nH]c3c2)cc1 (centres undefined)	1	-3	0.3	-2	-8	/	-8%	-33*	-0.2%
Fc1ccc(-[n+]2nc(Nc3ccccc3)sc2-c2ccc(OCc3ccccc3)cc2)cc1	0	-5	-0.3	1	/	2	-13%	12	?
CC1=C(c2ccc(C)cc2)S(=O)(=O)NC1=NCc1cccc(F)c1	1	0	-0.3	1	-8	-5	-3%	1	-3.4%
CC(C)(C)C(=O)Nc1ccc(N2CCN(c3ccc(C(F)(F)F)cn3)CC2)nc1	12	-1	0.2	-2	-24	1	-4%	-15	2.5%
O=C(Nc1ccc2c(c1)OCCO2)C1CC1c1ccccc1 (centres undefined)	1	1	0.3	1	4	-13	-3%	-3	-0.6%
COC(CNC(=O)c1c[nH]c2ccc(S(=O)(=O)N(C)c3ccc(F)cc3)cc2c1=O)OC	0	-2	-0.1	7	-1	5	-7%	4	-1.0%
O=C1C=C(c2cccc3c2sc2ccccc23)C[C@@H](c2ccc(F)cc2)C1	3	6	1.0	6	/	9	/	/	2.2%
C=CCC(O)(CC=C)CNC(=O)c1ccc(OC)c(OC2CCN(C(C)=O)CC2)c1	2	-2	0.5	21	-1	-4	-3%	-15	-1.1%
Cc1ccc(S(=O)(=O)N/N=C2/CC(c3ccccc3)Oc3ccccc32)cc1 (centres undefined)	0	-1	0.1	-6	-12	-8	-13%	-15	-1.2%
CC(=O)N(C)c1ccc(NC(=O)Nc2ccccc2C)cc1	1	-2	-0.4	1	-3	/	-3%	4	1.3%
COc1ccc2[nH]c(=O)cc(C(=O)O)c2c1	2	6	0.5	14	?	1	74%[activator]	-1	5.2%
CCOCCCNc1ncnc2c1nc1n2CCCC1	1	-7	0.5	10	-1	-4	7%	20	13%
O=C(CSc1nnc(-c2ccc([N+](=O)[O-])cc2)o1)Nc1ccccn1	2	-10	0.0	14	-4	-4	-8%	-5	-0.3%
Cc1cc(NC(=O)CSc2nnc(-c3ccccc3)n2Cc2ccco2)no1	5	0	-0.4	4	6	/	-15%	-13	-0.1%
COc1ccc(/C=N/OCC(=O)NCC(C)C)c(OC)c1	3	-3	-0.2	5	5	4	-6%	0	-0.1%
CNS(=O)(=O)c1ccc(C(=O)NCC(=O)NCCC(c2ccccc2)c2ccccc2)cc1	2	2	-1.0	-2	-8	0	/	-15	-0.2%
CCOC(=O)C1CCN(C(=O)c2ccc(CNS(=O)(=O)c3ccc(OC)cc3)cc2)CC1	2	5	-1.3	1	-1	-10	-3%	-14	-0.5%
N=c1c2c(-c3ccccc3)c(-c3ccccc3)n(Cc3ccco3)c2ncn1CCN1CCOCC1	8	-2	0.2	4	-1	8	-15%	29	0.5%
C/C(=N\NC(=O)c1nn(C)cc1Br)c1cccc(NC(=O)c2ccncc2)c1	3	1	-0.7	0	4	0	-3%	-4	3.1%
O=S(=O)(c1ccc(Oc2ccc(Cl)cc2)nc1)N1CCOCC1	7	2	-0.5	-2	14	/	/	5	0.4%
Cn1c(=O)c(=O)n(C)c2cc(S(=O)(=O)NCCc3ccccc3)ccc21	-1	0	-0.1	10	-6	/	-16%	-5	2.2%
CCOC(=O)c1sc(C)c2c(=O)n(CCc3ccccc3)nnc12	0	4	-0.4	3	2	4	-12%	3	1.5%

Some of the entries so far, with values under each structure:
Each structure is followed by: D1 agonist	D1 PAM	TRHR ag	TRHR enhancer	RXFP1 antagonist	D2 PAM	Apoferritin bind	D1 antagonist	RXFP1 ag
Cc1cc(NC(=O)CSc2nnc(-c3ccccc3)n2Cc2ccco2)no1
  5	0	-0.4	4	6	/	-15%	-13	-0.1%
COc1ccc(/C=N/OCC(=O)NCC(C)C)c(OC)c1
  3	-3	-0.2	5	5	4	-6%	0	-0.1%
CNS(=O)(=O)c1ccc(C(=O)NCC(=O)NCCC(c2ccccc2)c2ccccc2)cc1
  2	2	-1.0	-2	-8	0	/	-15	-0.2%
CCOC(=O)C1CCN(C(=O)c2ccc(CNS(=O)(=O)c3ccc(OC)cc3)cc2)CC1
  2	5	-1.3	1	-1	-10	-3%	-14	-0.5%
N=c1c2c(-c3ccccc3)c(-c3ccccc3)n(Cc3ccco3)c2ncn1CCN1CCOCC1
  8	-2	0.2	4	-1	8	-15%	29	0.5%
C/C(=N\NC(=O)c1nn(C)cc1Br)c1cccc(NC(=O)c2ccncc2)c1
  3	1	-0.7	0	4	0	-3%	-4	3.1%
O=S(=O)(c1ccc(Oc2ccc(Cl)cc2)nc1)N1CCOCC1
  7	2	-0.5	-2	14	/	/	5	0.4%
Cn1c(=O)c(=O)n(C)c2cc(S(=O)(=O)NCCc3ccccc3)ccc21
  -1	0	-0.1	10	-6	/	-16%	-5	2.2%
CCOC(=O)c1sc(C)c2c(=O)n(CCc3ccccc3)nnc12
  0	4	-0.4	3	2	4	-12%	3	1.5%

Source: PubChem BioAssay (National Center for Advancing Translational Sciences (NCATS))
